Bioassay records from PubChem.
L3MBTL1 inh = L3MBTL1 (human) inhibition | 230,000 compounds, 0.66% hits | AlphaScreen L3MBTL1–H3K9me1 peptide binding | Q9Y468 | Potency, µM (titrated, usually from 57.1 µM), without a hit: top-dose activity, negative = inhibition, actives largely listed as inhibitors; further: nearly all actives have a fitted effect of over 60% in size
Target sequence (Q9Y468 whole entry, looked up): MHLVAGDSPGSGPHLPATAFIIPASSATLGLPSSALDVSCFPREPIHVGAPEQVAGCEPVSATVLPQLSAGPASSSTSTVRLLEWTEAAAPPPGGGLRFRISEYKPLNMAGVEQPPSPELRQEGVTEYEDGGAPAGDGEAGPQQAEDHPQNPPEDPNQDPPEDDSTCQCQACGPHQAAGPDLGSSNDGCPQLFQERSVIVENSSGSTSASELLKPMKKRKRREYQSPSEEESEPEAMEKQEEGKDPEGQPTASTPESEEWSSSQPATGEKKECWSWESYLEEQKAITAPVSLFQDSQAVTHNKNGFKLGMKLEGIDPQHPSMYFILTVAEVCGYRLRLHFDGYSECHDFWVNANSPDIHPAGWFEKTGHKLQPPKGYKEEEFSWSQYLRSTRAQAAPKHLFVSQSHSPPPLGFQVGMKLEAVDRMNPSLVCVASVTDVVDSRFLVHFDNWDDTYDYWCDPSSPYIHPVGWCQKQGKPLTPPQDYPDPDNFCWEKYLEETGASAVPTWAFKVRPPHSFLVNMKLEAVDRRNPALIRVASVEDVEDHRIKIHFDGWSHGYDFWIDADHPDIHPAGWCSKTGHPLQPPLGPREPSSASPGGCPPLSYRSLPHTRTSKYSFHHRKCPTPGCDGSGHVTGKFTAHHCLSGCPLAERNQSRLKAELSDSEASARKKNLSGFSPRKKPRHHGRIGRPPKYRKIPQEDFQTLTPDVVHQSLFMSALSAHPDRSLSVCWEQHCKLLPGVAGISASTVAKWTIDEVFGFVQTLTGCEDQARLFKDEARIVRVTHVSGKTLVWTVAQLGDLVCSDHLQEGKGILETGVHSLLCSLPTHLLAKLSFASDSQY
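L3MBTL1 (50 nM) pre-complexed 30 min with biotinylated H3(1-15)K9me1 peptide (75 nM), then compounds added for 30 min at room temperature; AlphaScreen streptavidin donor/nickel chelate acceptor beads (10 ug/mL final) read after 30 min dark incubation.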
Tau FP inhib = tau fibrillization inhibition (FP); P10636; K18 P301L tau heparin fibrillization, Alexa594 FP, 6 h; Potency, µM (series often up to 57.7 µM), for inactives: at the top dose activity, negative = inhibition, hits mostly inhibitors; 280,000 compounds, 0.39% hits; further: nearly all actives have a fitted effect of over 55% in size
Target sequence (P10636 561-689 P618L limits assumed): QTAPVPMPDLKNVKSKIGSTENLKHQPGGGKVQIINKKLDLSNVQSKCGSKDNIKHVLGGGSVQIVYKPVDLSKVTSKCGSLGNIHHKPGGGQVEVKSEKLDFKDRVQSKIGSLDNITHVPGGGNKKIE
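Compound effects on tau fibrillization are measured by Alexa 594 fluorescence polarization (ex 555, em 632 nm). K18 P301L tau is used at 15 uM with 0.24 uM labeled tracer, and 20 uM heparin induces aggregation over 6 hr at 37 C.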
ALDH1A1 inh = ALDH1A1 (human) enzyme inhibition. P00352. Purified ALDH1A1, NADH fluorescence, propionaldehyde substrate. Potency, µM (doses to about 75.3 µM), for the others: at the highest dose activity, negative = inhibition, actives largely listed as inhibitors. 220,000 compounds, 7.3% hits. AID 1030; active means well fitted inhibition curve with a large enough effect, not every such curve was filed as active; inconclusive means small, poorly fitted or top-dose-only effect, or another doubt; inactive means no such curve, though single readings can be large or run the other way;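 further: plate controls were no enzyme wells and a reference inhibitor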
Tau fluor cs = counter-screen for tau fibril formation inhibitors; tau K18 P301L Alexa594 fluorescence, heparin fibrillization; Potency, µM (titrated, usually from 57.7 µM), inactives show top-dose activity change, negative = decrease; 280,000 compounds, 0.93% hits; further: nearly all actives have a fitted effect of over 55% in size
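Human tau K18 P301L (15 uM unlabeled, 0.24 uM Alexa 594-labeled) in 100 mM sodium acetate pH 7 with 20 uM heparin, 6 hr at 37 C. ThT 30 uM added, 1 hr ambient; Alexa 594 FP and total fluorescence read at 555/632 nm.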
aGal spleen mod = inhibits or activates alpha-galactosidase in human spleen homogenate; P06280; human spleen homogenate, 4MU-alpha-Gal fluorescence, 40 min; Potency, µM (doses to about 80 µM), for inactives: top-dose activity change, negative = inhibition, actives largely listed as inhibitors; 240,000 compounds, 0.008% hits; AID 2107;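 further: 0% = enzyme with vehicle and -100% = no enzyme basal signal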
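Fluorogenic readout (Ex 365/Em 440 nm) of 4-methylumbelliferone released from 1 mM 4-MU-alpha-galactoside by spleen homogenate, 40 min at 37C, pH 5.0. Data normalized to no-enzyme and enzyme controls; Hill-equation AC50 from compound titrations.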
TRb-SRC2 inh = inhibitors of human thyroid hormone receptor beta-SRC2 interaction | P10828 | TRbeta-SRC2 peptide binding, fluorescence polarization; receptor liganded with 1 µM T3 | Potency, µM (series often up to 106 µM), without a hit: at the top dose activity change, negative = inhibition, usual class: inhibitors | 280,000 compounds, 0.065% hits | AID 1469;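 further: plate controls were bound peptide for no effect and peptide without receptor for full effect; nearly all actives have a fitted effect of over 50% in size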
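Each compound concentration gave % activity, normalized to unbound and bound Texas Red SRC2 controls, from polarization read after 5 hr ambient incubation with T3-loaded human TRb LBD.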
TexasRed fluor = Texas Red fluorescence interference in TRb-SRC2 counter-screen | AID 1479 | Potency, µM (highest dose often 106 µM), for inactives: top-dose fluorescence change, negative = quenching | 280,000 compounds, 0.29% hits | TRb/SRC2 Texas Red total fluorescence interference; active means well fitted curve in either direction with a large enough effect; inconclusive means small, poorly fitted or top-dose-only effect
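Flags fluorescent or light-absorbing compounds by total fluorescence, S + 2P, at 555 nm excitation and 632 nm emission. Mixture: 20 nM Texas Red SRC2 peptide, 0.6 uM human TRb LBD, 1 uM T3, 5% DMSO; compound exposure 5 h at ambient temperature.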
Tau fibril ThT = inhibitors of human tau fibril formation, thioflavin T binding; P10636; recombinant tau K18 P301L, heparin-induced fibrillization, ThT fluorescence; Potency, µM (titrated, usually from 57.4 µM), without a hit: top-dose activity, negative = inhibition, most hits filed as inhibitors; 270,000 compounds, 2.1% hits; AID 1460; further: nearly all actives have a fitted effect of over 55% in size
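ThT emission at 510 nm, taken 1 hr after adding 30 uM dye, quantifies aggregates formed when 20 uM heparin acts on human tau K18 P301L for 6 hr at 37 C.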
An asterisk follows results filed as active; ? = inconclusive; · = not tested or not shown; [ ] = remark or other dose. Unless noted, the call rests on the fitted dose curve; in most records, active means well fitted curve in the direction sought with a large enough effect; inconclusive means small, poorly fitted or top-dose-only effect, or another doubt; inactive means no such curve, though single readings can be large; an effect the other way counts as inactive or inconclusive. Unless noted, on the % scale 0 is the no-effect control and ±100 the full control effect; potency means the concentration at half of the fitted maximal effect.

SMILES	L3MBTL1 inh	Tau FP inhib	ALDH1A1 inh	Tau fluor cs	aGal spleen mod	TRb-SRC2 inh	TexasRed fluor	Tau fibril ThT
Cc1nc2ccc(S(=O)(=O)NCC(=O)N3CCC(N4CCCCC4)CC3)cc2s1	5%	-11%	13%	2%	-8%	5%	-3%	4%
Cc1cc(S(=O)(=O)NC(C)C)ccc1OCC(=O)NCc1ccccc1	-1%	-4%	-5%	-12%	-2%	2%	-1%	-7%
Cc1nn(-c2ccc(C(=O)Nc3nnc(C4CC4)s3)cc2)c(C)c1Cl	5%	-1%	9%	4%	8%	4%	2%	?
Cc1ccc(S(=O)(=O)C2C(=O)NC3(C)CC2c2ccccc2O3)cc1 (centres undefined)	29%	-1%	?	4%	10%	1%	-9%	11%
CC(=Nc1cccc(C)c1)c1sc2ccccc2c1O	36%[activator]	13%	-5%	?	9%	4%	0%	?
O=C(CCC1CCCN(C(=O)COc2ccccc2)C1)N1CCN(c2ccccn2)CC1 (centres undefined)	2%	4%	?	-4%	1%	8%	2%	4%
C/C=C/c1ccc(OCCCCN2CCN(CC)CC2)c(OC)c1	-2%	1%	?	3%	-4%	-1%	-3%	-1%
CN1CCN(C(=O)Cn2ncc3c4ccccc4n(Cc4ccc(F)cc4)c3c2=O)CC1	·	8%	·	-2%	·	3%	-2%	2%
O=c1[nH]c(=O)n([C@@H]2C[C@H](O)[C@H](CO)O2)cc1I	·	·	10%[20.9 µM]	·	-5%[29.1 µM]	-2%[53 µM]	-2%[53 µM]	·
Cc1ccc(CNC(=O)CCCCCn2c(=O)c3sccc3n(CC(=O)N3CCCCC3C)c2=O)cc1 (centres undefined)	·	-4%	·	-18%	·	1%	5%	-12%

Reprinted from the part before: six compounds, then new ones.
SMILES	L3MBTL1 inh	Tau FP inhib	ALDH1A1 inh	Tau fluor cs	aGal spleen mod	TRb-SRC2 inh	TexasRed fluor	Tau fibril ThT
CC(=Nc1cccc(C)c1)c1sc2ccccc2c1O	36%[activator]	13%	-5%	?	9%	4%	0%	?
O=C(CCC1CCCN(C(=O)COc2ccccc2)C1)N1CCN(c2ccccn2)CC1 (centres undefined)	2%	4%	?	-4%	1%	8%	2%	4%
C/C=C/c1ccc(OCCCCN2CCN(CC)CC2)c(OC)c1	-2%	1%	?	3%	-4%	-1%	-3%	-1%
CN1CCN(C(=O)Cn2ncc3c4ccccc4n(Cc4ccc(F)cc4)c3c2=O)CC1	·	8%	·	-2%	·	3%	-2%	2%
O=c1[nH]c(=O)n([C@@H]2C[C@H](O)[C@H](CO)O2)cc1I	·	·	10%[20.9 µM]	·	-5%[29.1 µM]	-2%[53 µM]	-2%[53 µM]	·
Cc1ccc(CNC(=O)CCCCCn2c(=O)c3sccc3n(CC(=O)N3CCCCC3C)c2=O)cc1 (centres undefined)	·	-4%	·	-18%	·	1%	5%	-12%
COc1ccc(N(Cc2ccccc2)C(=O)CSc2nnc(Cn3nnc4ccccc43)o2)cc1	·	8%	?	-20%	-2%	-1%	-3%	-14%
COCc1c(C(=O)N/N=C/c2cccc3ccccc23)nnn1-c1nonc1N	9%	-18%	?	-2%	7%	-9%	-2%	-1%
CC(C)CC(c1nnnn1C(C)C)N1CCN(c2cccc(Cl)c2)CC1 (centres undefined)	13%	3%	-9%	-14%	2%	-29%	0%	-17%
O=C(COC(=O)c1ccc([N+](=O)[O-])s1)Nc1cccc(S(=O)(=O)NC2=NCCCCC2)c1	?	12%	·	-30%	1%	1%	1%	-14%
COc1cc(OC)c(OC)cc1CN1CCc2nc(Nc3ccc4c(c3)OCCO4)ncc2C1	·	8%	·	-20%	·	4%	-1%	?
Cn1c(N/N=C/c2ccccc2)nc2sc3c(c2c1=O)CCC3	-15%	6%	-13%	18µM*[quencher]	16%	-10%	-5%	?
FC(F)Oc1cccc(NC(=S)N2CCN(c3ccccn3)CC2)c1	-2%	-1%	-6%	-13%	10%	-6%	1%	-9%
COC(=O)c1ccc(CSc2nnc3sc4ccccc4n23)o1	-5%	-1%	-15%	-4%	?	-16%	2%	-8%
Cc1ccc(NC(=O)CN(C)C(=O)CN2C(=O)NC(C)(c3ccccc3)C2=O)cc1 (centres undefined)	-2%	-1%	?	-5%	7%	-2%	-6%	-6%
O=C(NCc1ccco1)C(c1ccc(F)cc1)N(CC1CCCO1)C(=O)Cn1nnc2ccccc21 (centres undefined)	·	8%	-11%	5%	8%	4%	0%	3%
Cc1cc(C)cc(OC(C)C(=O)Nc2nc3c(s2)CCCC3)c1 (centres undefined)	·	?	·	-11%	·	2%	-13%	-14%
COc1ccc(C)cc1NC(=O)C1CCCN(S(=O)(=O)c2ccc3[nH]c(=O)ccc3c2)C1 (centres undefined)	·	7%	·	-14%	·	-4%	-3%	-2%
N[C@@]12CCc3nonc3[C@]1(O)CC(c1ccccc1)=[N+]2[O-]	2%	5%	7%	5%	-18%	-2%	-5%	-3%
CCn1cc(CCC(=O)O)c(C)n1	29%	1%	6%	6%	0%	-9%	1%	1%
Cc1ccccc1NC(=O)C[n+]1cc(-c2ccccc2)n2c1CCC2	8%	0%	·	-11%	9%	0%	-1%	-5%
CSc1ccc(CCNC(=O)Cn2nc(C)n3c(cc4sccc43)c2=O)cc1	·	-8%	·	8%	·	-6%	-1%	-4%
O=c1c(Cc2c(F)cccc2Cl)c(O)ccn1Cc1ccc2c(c1)OCO2	6%[11.4 µM]	5%	7.9µM*	-6%	-3%	-3%	1%	-7%
CCOc1ccc2nc(SCC)[nH]c2c1	1%	4%	2%	-4%	-1%	11%	-1%	-6%
CC(=O)Nc1cc(-c2ccccc2)nn1Cc1ccc(Cl)cc1	1%	-12%	11%	-23%	1%	-7%	0%	?
CCOC(=O)C(CC)/C(C)=N\NC(=O)CCC(=O)Nc1ccc(Cl)cc1Cl (centres undefined)	-14%	2%	8%	-1%	-6%	-3%	1%	3%
COc1ccc(N2CCN(C(=O)Cc3coc4cc(C)ccc34)CC2)cc1	·	6%	-3%	-21%	-3%	-10%	-2%	?
Cc1ccc(-n2c(=O)c3c(c4cc(C)ccc4n3C)n(CC(=O)Nc3c(C)cccc3C)c2=O)cc1	·	0%	·	8%	·	-8%	-1%	16%
O=S(=O)(NC1c2cccc3cccc(c23)C1Sc1ncccn1)c1ccc(Cl)cc1 (centres undefined)	-8%	-8%	?	-26%	-4%	-8%	-1%	2%
CC(=O)c1ccc(NC(=O)Cn2nc(C(F)(F)F)c3c2CCC3)cc1	·	2%	·	-13%	·	-3%	3%	?
CC(NC(=O)C(=O)N/N=C/c1ccc(Cl)cc1)c1ccccc1 (centres undefined)	-13%	-3%	-5%	4%	-1%	-1%	0%	1%
CC(C)(C)n1ncc(Oc2ccccc2[N+](=O)[O-])c(Cl)c1=O	-2%	9%	6%	-12%	2%	-4%	-2%	-10%
Cc1[nH]nc(S(=O)CC(=O)O)c1[N+](=O)[O-] (centres undefined)	·	?	?	-10%	0%	2%	-2%	-18%
O=C(CSc1nccc(=O)[nH]1)NN(c1ccccc1)c1ccccc1	-26%	6%	2%	-4%	6%	-12%	-1%	-4%
Cc1ccc(-n2c(C)nnc2SCC(=O)Nc2ccccc2)cc1	-1%	-8%	1%	-4%	5%	-20%	2%	-2%
COC(=O)c1cc(NC(=O)c2ccccc2)c(=O)oc1/C=C/Nc1ccc(Oc2ccccc2)cc1	22%	6%	7%	-26%	10%	-25%	28%	?

A second format for some results above:
mol,L3MBTL1 inh,Tau FP inhib,ALDH1A1 inh,Tau fluor cs,aGal spleen mod,TRb-SRC2 inh,TexasRed fluor,Tau fibril ThT
Cc1cc(S(=O)(=O)NC(C)C)ccc1OCC(=O)NCc1ccccc1,-1%,-4%,-5%,-12%,-2%,2%,-1%,-7%
Cc1nn(-c2ccc(C(=O)Nc3nnc(C4CC4)s3)cc2)c(C)c1Cl,5%,-1%,9%,4%,8%,4%,2%,?
Cc1ccc(S(=O)(=O)C2C(=O)NC3(C)CC2c2ccccc2O3)cc1 (centres undefined),29%,-1%,?,4%,10%,1%,-9%,11%
CC(=Nc1cccc(C)c1)c1sc2ccccc2c1O,36%[activator],13%,-5%,?,9%,4%,0%,?
O=C(CCC1CCCN(C(=O)COc2ccccc2)C1)N1CCN(c2ccccn2)CC1 (centres undefined),2%,4%,?,-4%,1%,8%,2%,4%
C/C=C/c1ccc(OCCCCN2CCN(CC)CC2)c(OC)c1,-2%,1%,?,3%,-4%,-1%,-3%,-1%

(more compounds)
SMILES	L3MBTL1 inh	Tau FP inhib	ALDH1A1 inh	Tau fluor cs	aGal spleen mod	TRb-SRC2 inh	TexasRed fluor	Tau fibril ThT
O=C(Nc1ccc(C(=O)N2CCOCC2)cc1)Nc1cccc(Cl)c1	-2%	?	22%	?	-7%	6%	3%	-9%
COc1ccccc1-c1cc2ccccc2[nH]1	8%	12%	?	?	2%	9%	-5%	?
CC(=O)c1ccc(Oc2nc(C)nc3c2oc2ccccc23)cc1	·	-3%	·	3%	·	-1%	-7%	-1%
COc1cccc2cc(C(C)N(CCCN3CCOCC3)C(=S)Nc3ccc(C)c(C)c3)oc12 (centres undefined)	-23%	10%	?	-16%	1%	5%	-1%	-14%
CCCN=C(C)c1c(-c2ccccc2)[nH]n(-c2nc3ccccc3s2)c1=O	·	-4%	1%	-12%	-1%	-2%	3%	-7%
CCC(=O)Nc1cc2nn(-c3ccc(OC)cc3)nc2cc1C	-7%	1%	?	-3%	5%	-1%	0%	-19%
Cc1ccc(C(=O)NCC(=O)OCC(=O)Nc2ccc(Cl)cc2C(F)(F)F)cc1C	-2%	-5%	-2%	-10%	4%	6%	0%	-17%
O=C(N/C(=C\c1ccco1)C(=O)N1CCCC1)c1cccs1	-2%	-7%	3%	-1%	0%	1%	0%	-9%
Cc1ccc(Cn2c(SCC(C)C)nc3c2c(=O)n(C)c(=O)n3C)cc1	-11%	1%	2µM*	1%	9%	6%	-5%	1%
Cc1cc(C(F)(F)F)n2nc(-c3cccs3)cc2n1	20%	-13%	·	-8%	0%	-1%	-4%	-6%
COc1ccc(C/C(N)=N/OC(=O)Cc2ccccc2)cc1OC	-1%	-2%	0%	-5%	10%	-1%	1%	-13%
COc1ccc(C(=O)NNC(=O)Nc2ccc(Cl)cc2)cc1	0%	4%	-1%	3%	7%	-2%	-4%	5%
